DT40 TDP1 no CPT: qHTS for Inhibitors of human tyrosyl-DNA phosphodiesterase 1 (TDP1): qHTS in cells in absence of CPT; actives 15% (n = 420,000); Potency, µM (highest dose often 46.2 µM), for the others: at the top dose activity change, negative = growth inhibition, hits mostly inhibitors; DT40 Tdp1-/- hTDP1 cells, no CPT, ATP luminescence, 48 h; further: nearly all actives have a fitted effect of over 55% in size
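Luminescent ATP content (CellTiter-Glo) served as the growth readout. Knockout chicken DT40 cells expressing human TDP1 were exposed to compounds without camptothecin for a minimum 48 hr at 37 °C.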
N370S GC mod: qHTS Assay for Inhibitors and Activators of N370S glucocerebrosidase as a Potential Chaperone Treatment of Gaucher Disease. Lysosomal acid glucosylceramidase (Homo sapiens), P04062. N370S GC spleen homogenate, 4MU-glucoside fluorescence. Potency, µM (highest dose often 59.4 µM), inactives show top-dose activity change, negative = inhibition, hits mostly inhibitors. actives 0.092% (n = 330,000);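 further: 0% = full enzyme activity and -100% = no enzyme basal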
TDP1 block: qHTS Assay for Inhibitors of Tyrosyl-DNA Phosphodiesterase (TDP1) | Tyrosyl-DNA phosphodiesterase 1 (Homo sapiens), Q9NUW8 | recombinant TDP1, AlphaScreen DNA substrate cleavage | Potency, µM (titrated, usually from 130 µM), for the others: at the highest dose activity change, negative = inhibition, most hits filed as inhibitors | actives 0.28% (n = 350,000); further: nearly all actives have a fitted effect of over 40% in size
Target sequence (Q9NUW8 whole entry, looked up): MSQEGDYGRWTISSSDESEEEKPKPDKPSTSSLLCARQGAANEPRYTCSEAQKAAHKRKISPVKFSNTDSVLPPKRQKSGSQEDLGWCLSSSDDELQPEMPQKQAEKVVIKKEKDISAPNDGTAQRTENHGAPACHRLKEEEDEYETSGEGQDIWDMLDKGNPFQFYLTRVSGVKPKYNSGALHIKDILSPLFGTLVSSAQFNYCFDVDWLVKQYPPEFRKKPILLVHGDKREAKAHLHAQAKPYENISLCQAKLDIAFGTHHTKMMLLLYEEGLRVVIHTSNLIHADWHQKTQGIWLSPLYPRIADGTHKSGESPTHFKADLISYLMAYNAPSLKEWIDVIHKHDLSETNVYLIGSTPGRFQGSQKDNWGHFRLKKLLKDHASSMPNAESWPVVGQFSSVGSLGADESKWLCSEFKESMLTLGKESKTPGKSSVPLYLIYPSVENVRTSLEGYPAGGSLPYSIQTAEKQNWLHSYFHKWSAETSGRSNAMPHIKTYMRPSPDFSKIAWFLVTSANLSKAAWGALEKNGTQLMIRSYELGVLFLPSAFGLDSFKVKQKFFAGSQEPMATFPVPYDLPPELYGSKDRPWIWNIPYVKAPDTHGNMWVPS
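Steps: enzyme plus compound, 15 min RT; add biotin/phosphotyrosine-FITC oligonucleotide (15 nM final), react 5 min; add donor/acceptor beads (10 ug/ml final), 10 min; read AlphaScreen. Tdp1 at 1 nM final.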
* marks the source's active call; other numbers are inactive results; ? = inconclusive; / = no result given; & = joins results of further samples; [ ] = another dose, or the depositor's remark. The call rests on the fitted dose curve; in most records, active means well fitted curve in the direction sought with a large enough effect; inconclusive means small, poorly fitted or top-dose-only effect, or another doubt; inactive means no such curve, though single readings can be large; an effect the other way counts as inactive or inconclusive. Unless noted, on the % scale 0 is the no-effect control and ±100 the full control effect; potency means the concentration at half of the fitted maximal effect. This is a subset. The share of hits here may be higher or lower than overall.

entry	structure	DT40 TDP1 no CPT	N370S GC mod	TDP1 block
1	O=C(C1CCCCC1)N(CCN1CCN(c2ccccc2CO)CC1)c1ccccn1	10µM*	-3%	4%
2	Cc1ccc(Nc2nnc(SCC(=O)c3cc4ccccc4o3)s2)cc1C	?	-13%	8%
3	Cc1ccc(CN(Cc2ccco2)S(=O)(=O)c2ccc(S(=O)(=O)NCC3CCCO3)cc2)cc1 (configuration not stated)	?	19%	3%
4	Cc1cc(C)cc(OCC(=O)NNC(=O)CCN2C(=O)c3ccccc3C2=O)c1	-13%	-19%	-5%
5	CCC(=O)Nc1ccc(Nc2nc(C)c([N+](=O)[O-])c(Nc3ccc(NC(=O)CC)cc3)n2)cc1	6.5µM*	-16%	2%
6	CN(C(=O)COc1ccc(S(=O)(=O)N2CCOCC2)cc1[N+](=O)[O-])C1CCS(=O)(=O)C1 (configuration not stated)	15%	-7%	6%
7	O=C(O)c1ccc2c(c1Nc1ccccc1)C(=O)c1ccccc1C2=O	?	-12%	-3%
8	C=CCNC(=O)NC(=O)COC(=O)COc1ccc(Br)cc1F	0%	1%	1%
9	Cc1nnc(SCCN2CCOCC2)n1C	2%	4%	0%
10	Cc1oc2ccc(O)c(CN3CCN(C)CC3)c2c1C(=O)Nc1ccccc1	-9%	/	-5%
11	O=S(=O)(c1ccccc1Cl)N1CCC(O)(c2ccc3c(c2)OCO3)CC1	?	-3%	4%
12	COC(=O)c1ccc(NC(=S)Nc2ccccn2)cc1	?	6%	-11%
13	CCn1nnc2cc(C(=O)Nc3cccc(C)c3C)ccc21	15µM*	/	5%
14	Cc1ccc(-c2nnc(Nc3cccc(O)c3)c3ccccc23)cc1S(=O)(=O)N1CCCCC1	-102%	/	0%[12.3 µM]
15	CC(C)OCC(O)Cn1c(N2CCCC2)nc2c1c(=O)n(C)c(=O)n2C (configuration not stated)	2%	0%	3%
16	CCn1c(SCC(=O)N2CCCC2)nnc1-c1ccc(N)cc1	-20%	0%	2%
17	Cc1ccccc1C(=O)Nc1ccc2c(c1)CCCN2C(=O)c1cccs1	?	6%	2%&6%
18	CCOC(=O)c1c(C)sc2c1N(C(=O)CN(CC)CC)c1cc(Cl)ccc1S2	?	10%	5%
19	CC(=O)/C(C(=N)N1CCN(Cc2ccccc2)CC1)=C(\C)O	-19%	4%	5%
20	CCN(CCCNC(=O)CN1C(=O)COc2ccccc21)c1cccc(C)c1	-19%	-5%[12.8 µM]	5%

Another view of 19 compounds above:
Screens in order: DT40 TDP1 no CPT | N370S GC mod | TDP1 block
#2 Cc1ccc(Nc2nnc(SCC(=O)c3cc4ccccc4o3)s2)cc1C
    ? | -13% | 8%
#3 Cc1ccc(CN(Cc2ccco2)S(=O)(=O)c2ccc(S(=O)(=O)NCC3CCCO3)cc2)cc1 (configuration not stated)
    ? | 19% | 3%
#4 Cc1cc(C)cc(OCC(=O)NNC(=O)CCN2C(=O)c3ccccc3C2=O)c1
    -13% | -19% | -5%
#5 CCC(=O)Nc1ccc(Nc2nc(C)c([N+](=O)[O-])c(Nc3ccc(NC(=O)CC)cc3)n2)cc1
    6.5µM* | -16% | 2%
#6 CN(C(=O)COc1ccc(S(=O)(=O)N2CCOCC2)cc1[N+](=O)[O-])C1CCS(=O)(=O)C1 (configuration not stated)
    15% | -7% | 6%
#7 O=C(O)c1ccc2c(c1Nc1ccccc1)C(=O)c1ccccc1C2=O
    ? | -12% | -3%
#8 C=CCNC(=O)NC(=O)COC(=O)COc1ccc(Br)cc1F
    0% | 1% | 1%
#9 Cc1nnc(SCCN2CCOCC2)n1C
    2% | 4% | 0%
#10 Cc1oc2ccc(O)c(CN3CCN(C)CC3)c2c1C(=O)Nc1ccccc1
    -9% | / | -5%
#11 O=S(=O)(c1ccccc1Cl)N1CCC(O)(c2ccc3c(c2)OCO3)CC1
    ? | -3% | 4%
#12 COC(=O)c1ccc(NC(=S)Nc2ccccn2)cc1
    ? | 6% | -11%
#13 CCn1nnc2cc(C(=O)Nc3cccc(C)c3C)ccc21
    15µM* | / | 5%
#14 Cc1ccc(-c2nnc(Nc3cccc(O)c3)c3ccccc23)cc1S(=O)(=O)N1CCCCC1
    -102% | / | 0%[12.3 µM]
#15 CC(C)OCC(O)Cn1c(N2CCCC2)nc2c1c(=O)n(C)c(=O)n2C (configuration not stated)
    2% | 0% | 3%
#16 CCn1c(SCC(=O)N2CCCC2)nnc1-c1ccc(N)cc1
    -20% | 0% | 2%
#17 Cc1ccccc1C(=O)Nc1ccc2c(c1)CCCN2C(=O)c1cccs1
    ? | 6% | 2%&6%
#18 CCOC(=O)c1c(C)sc2c1N(C(=O)CN(CC)CC)c1cc(Cl)ccc1S2
    ? | 10% | 5%
#19 CC(=O)/C(C(=N)N1CCN(Cc2ccccc2)CC1)=C(\C)O
    -19% | 4% | 5%
#20 CCN(CCCNC(=O)CN1C(=O)COc2ccccc21)c1cccc(C)c1
    -19% | -5%[12.8 µM] | 5%

Next section
entry	structure	DT40 TDP1 no CPT	N370S GC mod	TDP1 block
21	CC1CCN(C(=O)Cn2cc3c(n2)CCCC3)CC1	-5%	28%	3%
22	O=C(O)c1nn(-c2cccc(C(F)(F)F)c2)ccc1=O	-5%	-14%	/
23	Cc1ccccc1CNS(=O)(=O)c1c(C)[nH]c(C)c1C(=O)N1CCCCC1	-1%	-9%	3%
24	O=C(Nc1ccccc1F)c1ccc(S(=O)(=O)N2CCCCCC2)cc1	-23%	/	0%
25	Cc1cc(C)n(-c2ccc(NC(=O)C3CCN(Cc4cc(C)c(C)o4)CC3)cc2)n1	-27%	-7%	4%
26	Cc1ccc(N(C(=O)CCC(=O)Nc2cc(C)on2)C(C(=O)NC2CCCC2)c2ccccc2)cc1 (configuration not stated)	-19%	4%	-1%
27	CC(C)O/C(=N\S(=O)(=O)c1ccc(Cl)cc1)c1ccccc1	-9%	-11%	-2%
28	CCOC(=O)C(c1ccccc1)C(Nc1ccccc1)c1ccccn1 (configuration not stated)	?	9%	-6%
29	COc1cc(C2c3c(n[nH]c3C)C(=O)N2c2ccc(Br)cc2)ccc1O (configuration not stated)	?	7%	2%
30	COC(=O)c1sccc1NC(=O)COc1cccc(C)c1	-26%	7%	/
31	O=C(NCC1CCCO1)C(c1ccc(F)cc1)N(C(=O)Cn1nnc(-c2ccc(F)cc2)n1)c1cccc(O)c1 (configuration not stated)	9.2µM*	-18%	-2%
32	Cc1ccc(C)c2[nH]c(=O)c(CCNC(=O)c3cc4ccccc4o3)cc12	21µM*	1%	2%
33	CCOc1ccc(C(=O)N2CCN(CC(=O)N3CCCC3)CC2)cc1OCC	6%	/	-1%
34	COc1ccccc1OCC(O)Cn1c(Br)nc2c1c(=O)[nH]c(=O)n2C (configuration not stated)	15µM*	-2%	4%
35	Cc1ccccc1CN1CCCC(C(=O)Nc2ccc(-c3ccn[nH]3)cc2)C1 (configuration not stated)	?	-9%	1%
36	Cn1c(Cc2ccccc2)[n+](C)c2ccccc21	15µM*	2%	3%
37	Cc1cc(NC(=O)CSCC(=O)Nc2cc(C(F)(F)F)ccc2N2CCOCC2)no1	4%	/	0%
38	CCc1ccc(Nc2nc(-c3cc4cccc(OC)c4oc3=O)c(CC)s2)cc1	23µM*	/	2%
39	CC1CCCCN1C(=O)C1CCCCN1S(=O)(=O)c1cccc([N+](=O)[O-])c1 (configuration not stated)	-29%	-10%	/
40	COc1ccc(-n2nc3c(c2NC(=O)c2ccc(S(=O)(=O)N4CCOCC4)cc2)CS(=O)C3)cc1 (configuration not stated)	3%	3%	3%
41	NC(=O)c1sc(=S)n2c1[nH]c(=O)c1sccc12	-4%	1%	2%
42	CCOc1ccc(S(=O)(=O)NC(C)C(=O)NCc2ccc3c(c2)OCO3)cc1 (configuration not stated)	-19%	-11%	/
43	O=C(NC(=Nc1ccccc1)N1CCOCC1)Nc1ccccc1	-14%	0%	4%
44	COc1ccc(OC)c(-n2c(-c3cccc(S(=O)(=O)N(C)C)c3)n[nH]c2=S)c1	-8%	-2%	3%
45	CN1CCN(C(=S)Nc2ccccc2Cl)CC1	?	-2%	1%
46	CN(C)C(=O)CCc1ccc2c3c([nH]c2c1)[C@]1(C)[C@@H](C(=O)N2CCCCC2)C[C@H](CC(=O)NCC24CC5CC(CC(C5)C2)C4)C(=O)N1CC3	13µM*	/	2%[56.1 µM]
47	Cc1ccc(N(CC(=O)NC2CCCCC2)C(=O)CNC(=O)c2ccco2)cc1F	-5%	-3%	/
48	CCCCCCCCCCCCC/C=C/[C@@H](O)[C@H](CO)NCCCCCCCC	-24%[4.12 µM]	-27%&-25%	13%&4%
49	Cc1ccc(NC(=O)Cn2c(C)csc2=O)cc1	-15%	1%	0%
50	CCn1c(CN2CCC(C)CC2)nc2cc(NC(=O)COc3ccc(Cl)c(C)c3)ccc21	5.2µM*	/	5%
51	Cn1cnc2c(cnn2-c2ccccc2)c1=O	-27%	-17%	/
52	COc1ccc2c(c1)S/C(=C\C(=O)c1ccncc1)N2C	?	20%	-4%
53	CCOc1ccccc1N1CCN(C(=O)c2c(-c3ccccc3Cl)noc2C)CC1	?	3%	-3%
54	O=C1c2ccccc2C(=O)N1CCCc1nc(-c2ccncc2)no1	6%	2%	4%
55	CCOc1ccccc1NC(=O)/C=C/C(N)=O	4.1µM*	5%	6%
56	COc1ccc(C(=O)CC(=O)c2ccc(C)cc2)c(O)c1	?	7%	3%
57	CCOC(=O)[C@H]1[C@H]2COc3ccccc3[C@@H]2N2C(=O)c3cc(C)ccc3NC(=O)[C@@]12C	-28%	-10%	0%
58	COc1ccc(OC)c(NC(=O)CSc2cn(CC(=O)N3CCOCC3)c3ccccc23)c1	?	/	3%
59	Cc1nc(NC(=O)CN2CC(C)OC(C)C2)sc1C(=O)N(C)C (configuration not stated)	-30%	-4%	/
60	NC(=O)CC(NC(=O)c1ccc(Br)cc1)c1ccc(NCCc2ccc(F)cc2)c([N+](=O)[O-])c1 (configuration not stated)	?	-15%	6%
61	O=C1NC(=O)C(CC(=O)N(Cc2ccco2)C2(C(=O)NC3CCCCC3)CCCCC2)N1 (configuration not stated)	?	-4%	2%
62	C[C@@]12C(=O)Nc3ccccc3C(=O)N1[C@H]1c3cc(Cl)ccc3OC[C@@H]1[C@@H]2c1ccccc1	?	/	5%
63	Cc1nn(CCC#N)c(NC(=O)c2ccc(Cl)cc2)c1P(=O)(Nc1ccc([N+](=O)[O-])cc1)N1CCOCC1 (configuration not stated)	-3%	-1%	7%
64	O=C(CN(c1cccc(C(F)(F)F)c1)S(=O)(=O)c1ccc(Cl)c([N+](=O)[O-])c1)NCc1ccc(F)cc1	16µM*	-2%	0%
65	CN(C)C(=O)c1ccc2c(c1)C1C3CCC(C3)C1C(c1ccccc1)N2 (configuration not stated)	18µM*	14%	3%
66	Cc1cc2ncn(C(=O)c3c(-c4ccccc4Cl)noc3C)c2cc1C	-27%	28%	3%
67	COCCNC(=O)CN(C(=O)c1ccc(N2CCCC2)nc1)c1ccccc1	6%	-8%	-3%
68	COc1cc(C2C(C(=O)Nc3ccc(C)cc3C)=C(C)Nc3nc4ccccc4n32)cc(OC)c1OC (configuration not stated)	-9%	/	5%
69	CN(C)S(=O)(=O)Oc1ccc(C(=O)Nc2ccc([N+](=O)[O-])cc2)cc1	-18%	-12%	5%
70	O=C(CCN1C(=O)/C(=C/c2ccco2)SC1=S)Nc1ccc(C(=O)O)c(O)c1	-3%	0%	/
71	CCCC(=O)c1ccc(N2CCCC2)c(F)c1	?	-1%	0%[56.1 µM]
72	CCOC(=O)c1cnc2cc(C)nn2c1C	-17%	/	2%
